Bioassay records as filed in PubChem BioAssay.
TDP1 cell CPT: DT40-hTDP1 cell growth loss with CPT; chicken DT40 Tdp1-/-;hTDP1 cells + 20 nM CPT, ATP luminescence, 48 h; 12% of 420,000 active; Potency, µM (highest dose often 46.2 µM), inactives show at the top dose activity change, negative = growth inhibition, hits mostly inhibitors; also: nearly all actives have a fitted effect of over 55% in size
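Cell growth measured by CellTiter-Glo luminescence after a minimum 48 h, 37 C compound exposure with 20 nM CPT in Tdp1-knockout DT40 cells stably expressing hTDP1, seeded 400/well; qHTS titration format.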
TDP1 inh: inhibitors of human tyrosyl-DNA phosphodiesterase TDP1 | Potency, µM (series often up to 130 µM), inactives show top-dose activity change, negative = inhibition, usual class: inhibitors | recombinant TDP1, AlphaScreen DNA substrate cleavage | 0.28% of 350,000 active | AID 485290; also: nearly all actives have a fitted effect of over 40% in size
Target sequence (Q9NUW8 whole entry, looked up): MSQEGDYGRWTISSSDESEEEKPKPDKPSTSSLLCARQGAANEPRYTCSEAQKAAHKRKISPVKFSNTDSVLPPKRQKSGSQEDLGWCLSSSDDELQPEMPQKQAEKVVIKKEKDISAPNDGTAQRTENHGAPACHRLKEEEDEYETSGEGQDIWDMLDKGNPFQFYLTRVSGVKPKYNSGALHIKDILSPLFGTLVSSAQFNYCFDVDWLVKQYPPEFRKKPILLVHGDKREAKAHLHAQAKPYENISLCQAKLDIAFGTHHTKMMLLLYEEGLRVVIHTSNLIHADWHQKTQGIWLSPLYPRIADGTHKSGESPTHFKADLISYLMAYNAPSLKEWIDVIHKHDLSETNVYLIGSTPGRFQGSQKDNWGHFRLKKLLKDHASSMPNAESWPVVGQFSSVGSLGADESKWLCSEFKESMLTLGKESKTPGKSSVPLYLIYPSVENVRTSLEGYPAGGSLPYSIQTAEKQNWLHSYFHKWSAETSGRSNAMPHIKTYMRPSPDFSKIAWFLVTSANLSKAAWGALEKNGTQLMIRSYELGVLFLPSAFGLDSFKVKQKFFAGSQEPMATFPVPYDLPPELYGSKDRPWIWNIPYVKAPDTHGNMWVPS
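Signal: AlphaScreen proximity between streptavidin donor and anti-FITC acceptor beads on intact substrate. Reaction: Tdp1 1 nM, substrate 15 nM final, 5 min RT after 15 min compound preincubation.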
TDP1 cell noCPT: qHTS for Inhibitors of human tyrosyl-DNA phosphodiesterase 1 (TDP1): qHTS in cells in absence of CPT | 15% of 420,000 active | DT40 Tdp1-/- hTDP1 cells, no CPT, ATP luminescence, 48 h | Potency, µM (titrated, usually from 46.2 µM), for the others: at the highest dose activity change, negative = growth inhibition, hits mostly inhibitors; also: nearly all actives have a fitted effect of over 55% in size
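Growth of hTDP1-complemented DT40 Tdp1-knockout cells is measured by ATP luminescence after at least 48 hr compound exposure at 37 °C, with DMSO substituting for the 20 nM CPT used in the parallel screen.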
Active calls of the source: *; u = inconclusive; x = not tested or not shown; & = joins results of further samples; [ ] = remark or other dose. Calls follow the shape of the dose curve; as a rule, active = well fitted curve in the direction sought with a large enough effect; inconclusive = small, poorly fitted or top-dose-only effect, or another doubt; inactive = no such curve, though single readings can be large; an effect the other way counts as inactive or inconclusive. % is scaled to controls: 0 for no effect and ±100 for the full control effect; potency is read from the fitted curve at half-maximal effect. Outcome played no part in choosing rows (roughly 18% active in at least one column).

SMILES	TDP1 cell CPT	TDP1 inh	TDP1 cell noCPT
CCCN(CCC)C(=O)c1cc2c(=O)n3cccc(C)c3nc2n1C	16µM*	0%	23µM*
COc1ccccc1NC(=O)N(C)C[C@H]1Oc2cc(Br)ccc2S(=O)(=O)N([C@H](C)CO)C[C@H]1C	u	x	u
COC(=O)[C@@H](c1ccccc1)N(C)S(=O)(=O)c1cccc(S(=O)(=O)N(C)[C@@H](C(=O)OC)c2ccccc2)c1	5.8µM*	x	3.7µM*
Nc1nc2nc(-c3ccccc3)cc(C(F)(F)F)c2s1	u	2%	u
O=C(NCCN1C(=O)C2C3C=CC(C3)C2C1=O)N1CCCCC1 (stereo not given)	13%	7%	1%
CN(C)S(=O)(=O)N1CCN(S(=O)(=O)N(C)C)CC1	-1%	-2%	-2%
CCOc1ccc(S(=O)(=O)Nc2cccc(OC)c2)cc1	u	-9%	u
O=C(Nc1ccc(S(=O)(=O)NCc2ccccc2)cc1)C1CCCCC1	u	2%	u
CCOC(=O)N1CCC(=NNC(=O)COc2ccc(C#N)cc2)CC1	1%	3%	-4%
CCn1c(C(C)NC(=O)c2cccs2)n[nH]c1=S (stereo not given)	u	0%	u
COc1ccc(OC)c(C(O)c2coc3ccc(O)c(CN4CCOCC4)c23)c1 (stereo not given)	u	0%	u
CC(C)NCC(=O)Nc1c2c(nc3ccccc13)CCC2	-23%	0%	-12%
C=CCC[C@@H](Cc1ccc(F)cc1)C(=O)OC[C@@H](Cc1c[nH]c2ccccc12)NC(=O)[C@H](CC=C)CC(=O)N(CCO)Cc1ccccc1	21µM*	4%	u
CN(C(=O)c1cccc(NC(=O)Cc2ccc(NC(=O)C3CCCN(C(=O)C4CC4)C3)cc2)c1)C1CCCC1 (stereo not given)	-27%	x	u
O=C(Nc1ccccc1N1CCOCC1)C1CCCO1 (stereo not given)	-21%	0%	2%
Cc1ccc2nc3c(cc(S(=O)(=O)c4ccccc4)c(=N)n3Cc3ccco3)c(=O)n2c1	-29%	5%	u
COC(=O)[C@@H]1CCCN1Cc1ccc2c(c1)CN(Cc1coc3ccccc3c1=O)CCO2	13%[9.04 µM]	x	-2%
COCCN(C(=O)COC(=O)/C=C/c1cccs1)c1c(N)n(Cc2ccccc2)c(=O)[nH]c1=O	1%	-6%	1%
Cc1ccccc1Nc1nc(-c2cccc(Cl)c2)c2c(n1)-c1ccccc1OC2	-30%	6%	u
Cc1ccc(S(=O)(=O)CC(=O)N2CCN(c3cccc(C(F)(F)F)c3)CC2)cc1	16µM*	1%	21µM*
Cc1ccc(NC(=O)c2cccc(F)c2)cc1S(=O)(=O)N1CCCCCC1	-7%	2%	u
Cc1nn(CC(=O)NNC(=O)c2cccc(Br)c2)c(C)c1[N+](=O)[O-]	3%	2%	5%
Cc1cc(C(=O)OCC(=O)NCc2ccco2)c(C)n1-c1ccccc1	2.3µM*	-5%	2.1µM*
O=[N+]([O-])c1cc(CS(=O)(=O)Oc2ccc(Cl)cc2)c(O)c([N+](=O)[O-])c1	2%	x	-20%
Fc1ccccc1N1CCN(Cc2cnc(Cl)s2)CC1	-15%	1%	-13%
Cc1nn(C)cc1S(=O)(=O)Nc1ccc(C(F)(F)F)cc1	-4%	5%	16%
C=C(C)COc1ccc(-c2[nH]ncc2-c2ccc(Br)cc2)c(O)c1	4.6µM*	0%	5.2µM*
COc1ccc(C)cc1NC(=S)NC(C)c1ccc(OC)c(OC)c1 (stereo not given)	u	5%	u
Cc1cccc(NC2=CC(=O)OC(C)C2)c1 (stereo not given)	5%	-2%	12%
COC(=O)[C@@]1(Cc2ccc(F)cc2)[C@@H]2[C@@H](CC(=O)[C@H]2CC(=O)C(=O)N(C)C)CN1C(=O)c1ccccc1	u	1%&7%	u
CCc1ccccc1N(CC(=O)NCc1ccco1)C(=O)CCC(=O)Nc1ccccn1	-13%	x	-27%
CC1CCN(CC(=O)NCCc2ccc(F)cc2)CC1	-10%	x	-7%
Cc1nn2c(=O)cc(COC(=O)c3cccc(NC(=O)COc4ccccc4Cl)c3)nc2s1	-1%	-1%	-2%
CCN(C1CCCCC1)S(=O)(=O)c1ccc(OC)c(C)c1	15µM*	x	16µM*
CC(OC(=O)c1ccccc1NCc1ccco1)C(=O)Nc1ncc(Cl)cc1Cl (stereo not given)	u	-4%	u
Cc1cc(-c2ccc(NC(=O)[C@@H]3CCCC[C@@H]3C(=O)O)c(C)c2)ccc1NC(=O)[C@@H]1CCCC[C@@H]1C(=O)O	u	-4%	u
COc1cc(/C=C2/SC(=S)N(CC(=O)O)C2=O)ccc1OC(=O)c1ccco1	-1%	8%	-2%
CC(=O)c1ccc(OCc2nnn(CC(=O)NS(=O)(=O)Cc3ccccc3)c2-c2ccccc2)cc1	u	x	1%
Cc1cc(C)nc(NC2=NC3CCCCC3N2)n1 (stereo not given)	21µM*	0%	u
O=C(Nc1ccccn1)C1CCN(S(=O)(=O)c2cccc3nonc23)CC1	-14%	2%	-19%
CCCN1CCN(S(=O)(=O)c2ccc3c(c2)NC(=O)C(C)S3)CC1 (stereo not given)	u	6%	-24%
Cc1ccc(OCCSc2nc3ccc(NC(=O)c4ccc(F)cc4)cc3s2)cc1	u	2%	u
COc1ccccc1C(=O)NCCN=C1NS(=O)(=O)c2ccccc21	17%	x	-10%
CCCCC(=O)OC1=C(C(C)=O)N(Cc2ccccc2)S(=O)(=O)c2ccccc21	u	-2%	u
O=C(NC(C(=O)N/N=C/c1cccnc1)c1n[nH]c(=O)c2ccccc12)c1ccccc1 (stereo not given)	3%	5%	-3%
C=C1CC2C(=O)N(Cc3cc(OC)ccc3OC)C(C(=O)OCC)(C(=O)OCC)C1N2C(=O)OC(C)(C)C (stereo not given)	21µM*	7%	u
CC1(C(=O)NCc2ccccc2)CN(S(C)(=O)=O)CC(=O)N1C1CCN(Cc2ccccc2)CC1 (stereo not given)	1%	x	1%
Cc1ccc(-c2csc3nc(=O)c(C)nn23)cc1	1%	5%	-2%
O=C(c1ccc(F)cc1)C1CCN(C(=O)c2ccncc2)CC1	-7%	-4%	-11%
O=C(COc1ccc(-n2cnnn2)cc1)Nc1ccccc1OC(F)F	-2%	0%	-13%

Next records.
SMILES	TDP1 cell CPT	TDP1 inh	TDP1 cell noCPT
CCOC(=O)CCc1c(C)c2ccc(OCC(=O)N3CCOCC3)c(C)c2oc1=O	-14%	3%	-24%
Cc1ccc(NC(=O)Cn2cc(S(=O)(=O)Cc3ccccc3)c3ccccc32)cc1C	u	4%	u
CCn1c(=O)cc(SCC(=O)NCc2ccc(F)cc2Cl)c2ccccc21	u	3%	u
CCN(CC(=O)Nc1c(F)cccc1F)C(=O)CNC(=O)c1cccc(C)c1	-18%	x	-7%
Cc1cccc(CN2C(=O)c3ccccc3S(=O)(=O)c3ccc(C(=O)NCCCN4CCCC4)cc32)c1	-14%	3%	u
Nc1c(C(=O)NCc2ccccc2)nnn1Cc1ccc(F)cc1	7%	7%	-10%
Cc1cccc(-n2c(SCc3ccc(C#N)cc3)nnc2-c2c[nH]c3ccccc23)c1	u	5%	u
Cc1ccc(S(=O)(=O)N2CCN(C(=O)c3cc4c(s3)CCC(C)C4)CC2)cc1 (stereo not given)	u	-9%	16µM*
c1ccc(-c2nc(-c3ccccn3)no2)cc1	16µM*	3%[56.1 µM]	u
CC(C)(C)C(=O)Nc1ccc(S(=O)(=O)N2CCCC2)cc1	3%	4%	-14%

14 compounds from above, arranged by length of the SMILES, low to high:
SMILES	TDP1 cell CPT	TDP1 inh	TDP1 cell noCPT
Cc1cccc(NC2=CC(=O)OC(C)C2)c1 (stereo not given)	5%	-2%	12%
Cc1cc(C)nc(NC2=NC3CCCCC3N2)n1 (stereo not given)	21µM*	0%	u
Nc1nc2nc(-c3ccccc3)cc(C(F)(F)F)c2s1	u	2%	u
O=C(c1ccc(F)cc1)C1CCN(C(=O)c2ccncc2)CC1	-7%	-4%	-11%
CCn1c(=O)cc(SCC(=O)NCc2ccc(F)cc2Cl)c2ccccc21	u	3%	u
C=C(C)COc1ccc(-c2[nH]ncc2-c2ccc(Br)cc2)c(O)c1	4.6µM*	0%	5.2µM*
Cc1ccccc1Nc1nc(-c2cccc(Cl)c2)c2c(n1)-c1ccccc1OC2	-30%	6%	u
Cc1nn(CC(=O)NNC(=O)c2cccc(Br)c2)c(C)c1[N+](=O)[O-]	3%	2%	5%
Cc1ccc(S(=O)(=O)N2CCN(C(=O)c3cc4c(s3)CCC(C)C4)CC2)cc1 (stereo not given)	u	-9%	16µM*
Cc1ccc(S(=O)(=O)CC(=O)N2CCN(c3cccc(C(F)(F)F)c3)CC2)cc1	16µM*	1%	21µM*
Cc1ccc2nc3c(cc(S(=O)(=O)c4ccccc4)c(=N)n3Cc3ccco3)c(=O)n2c1	-29%	5%	u
CC1(C(=O)NCc2ccccc2)CN(S(C)(=O)=O)CC(=O)N1C1CCN(Cc2ccccc2)CC1 (stereo not given)	1%	x	1%
Cc1cc(-c2ccc(NC(=O)[C@@H]3CCCC[C@@H]3C(=O)O)c(C)c2)ccc1NC(=O)[C@@H]1CCCC[C@@H]1C(=O)O	u	-4%	u
COC(=O)[C@@]1(Cc2ccc(F)cc2)[C@@H]2[C@@H](CC(=O)[C@H]2CC(=O)C(=O)N(C)C)CN1C(=O)c1ccccc1	u	1%&7%	u

Next section:
SMILES	TDP1 cell CPT	TDP1 inh	TDP1 cell noCPT
Cn1c2ccccc2c2c(C(=O)N3CCN(C(=O)c4ccco4)CC3)cn(C3CCCCC3)c(=O)c21	u	4%	u
COc1ccc2nc(C(F)(F)Cl)c(C#N)c(N)c2c1	u	-5%	u
Cc1cccc(N2CCN(C(=O)c3cc4ccccc4oc3=O)CC2)c1C	-5%	10%	-16%
CC(C(=O)O)N(C(=O)c1ccccc1)c1ccc(F)cc1 (stereo not given)	-6%	0%	0%
c1ccc2nc(NN=C3CCCCC3)ccc2c1	u	x	u
COc1ccc(CCNC(=O)Cn2c(-c3nonc3N)nc3ccccc32)cc1OC	-28%	0%	u
COC(=O)Cc1c(C)c2ccc3c(c2oc1=O)CN(Cc1ccc(C)cc1)CO3	u	10%	u
O=C(Nc1cccc2ncccc12)c1ccc(-c2ccc(Br)cc2)o1	18µM*	0%	23µM*
CC(C)(C)c1ccc(C(=O)NC(=S)NNC(=O)COc2ccccc2)cc1	13µM*	6%	16µM*
COCCOC(=O)c1c(NC(=O)CNC2CCCc3ccccc32)sc(C(N)=O)c1C (stereo not given)	u	6%	-29%
NC(=O)c1ccc2nc(NC(=O)c3ccc(N)cc3)sc2c1	u	79µM*	u
CCN(C(=O)COC(=O)Cn1c(=O)oc2ccccc21)c1c(N)n(Cc2ccccc2)c(=O)[nH]c1=O	-2%	x	13%
COc1cc(C2=NOC(C(=O)N3CCOCC3)C2)cc(OC)c1OC (stereo not given)	-3%	1%	9%
CC(=O)NC(=O)c1ccc(-c2ccc(Cl)cc2)o1	-12%	0%	-18%
CC(Sc1nc(-c2ccccc2)cc(C(F)(F)F)n1)C(=O)NCCN1CCOCC1 (stereo not given)	2%	4%	-14%
Cc1ccc(-n2nnnc2-c2cccc(C)c2)cc1	-1%	-4%	-9%
O=C1/C(=C/c2cccs2)SC(=S)N1CCC(=O)N1CCCCC1CCO (stereo not given)	u	10%	u
CC(C)(C)OC(=O)N1CCC(NC(=O)c2[nH]cnc2C(=O)Nc2ccc(Cl)cc2)CC1	u	0%	u
Cc1cccc(C)c1OCC(=O)NCc1ccccc1	-28%	x	-13%
CN(Cc1ccccc1)S(=O)(=O)c1nnc(NC(=O)c2ccccc2Cl)s1	-29%	4%	u
O=C(O)CCC(=NNC(=O)c1cccc(S(=O)(=O)N2CCCCC2)c1)c1ccccc1	-5%	2%	2%
C[C@@H]1[C@H](c2ccccc2)OCCS(=O)(=O)N1Cc1cccc(C(F)(F)F)c1	u	x	18µM*
Cc1cccc(/C=N/NC(=O)c2ccc(Br)cc2)c1	7%	-6%	-7%
O=C(Oc1ccc(=O)n(-c2ccccc2)n1)c1ccc(F)cc1	-20%	-2%	0%
COc1ccc(NC(=O)CSc2nc3sc4c(c3c(=O)n2-c2ccc(OC)cc2)CCN(C)C4)cc1	-21%	8%	u
COc1cc2c(cc1OC)C(COc1ccc3c(C)cc(=O)oc3c1)N(C(=O)C(C)C)CC2 (stereo not given)	u	6%	13µM*
COc1cc(S(=O)(=O)n2ccnc2)ccc1Br	-2%	7%	-2%
Cc1ccc(N(CC(=O)NCc2ccc(OC(C)C)cc2)S(=O)(=O)N(C)C)cc1	-9%	-1%	u
COc1ccc(-n2[nH]c(C)cc2=O)cc1	-12%	10%	-12%
CCN(C(=O)C1CC1)C1CCS(=O)(=O)C1 (stereo not given)	-12%	x	9%
CN(C(=O)c1cccc(NC(=O)Cc2ccc(NC(=O)C3CCCN(C(=O)C4CCCC4)C3)cc2)c1)C1CCC1 (stereo not given)	u	x	21µM*
O=C(NC1CCCCC1)c1cc([N+](=O)[O-])ccc1N1CCCCC1	-12%	4%	-13%
